DNA FID counter = counter-screen for HCV NS3 helicase inhibitors: DNA intercalator displacement; AID 1845; 290,000 tested, 0.17% active; inhibition, % at 7.9 µM; DNA fluorescent intercalator displacement, fluorescence; in the data active = inhibition above about 37%;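 also: 0% = vehicle and 100% = reference compound; higher means more ethidium bromide displaced from hairpin DNA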
PfM18AAP inh = blocks P. falciparum M18 aspartyl aminopeptidase | recombinant PfM18AAP, H-Glu-NHMec fluorogenic cleavage | 290,000 tested, 1.2% active | inhibition, % at 7.35 µM | AID 1822;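 active = inhibition above the campaign mean inhibition over all tested compounds plus 3 SD, cut at about 28% in these data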;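 also: 0% = plate median of test compound wells and 100% = 2 mM ZnCl2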
IDE inh = inhibits human insulin-degrading enzyme in HEK cells; FAbetaB cleavage, fluorescence polarization; inhibition, % at 5.59 µM; 320,000 tested, 0.41% active; AID 434962;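 active = percent inhibition above the average of all tested compounds plus 3 SD, set per screening campaign, cut at about 16% in these data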;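 also: IDE supplied by intact live HEK cells; FP after avidin binding of uncleaved biotin substrate so inhibition keeps polarization high; 0% = DMSO wells and 100% = 60 µM reference IDE inhibitor Ii1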
pCIP destab = p/CIP protein destabilization; Q05BA5; F442A p/CIP-EGFP cells, EGFP fluorescence, 16 h; decrease of EGFP signal, % at 10 µM; 290,000 tested, 0.01% active;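 active = EGFP signal decrease of at least 30% at 10 µM or well 3 SD below plate mean, unless failing retest; inactive = the rest, including hits failing retest or dose response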; also: some compounds called inactive have numbers as strong as hits; many of its hits are not listed in these tables
IMP-1 inh = inhibitors of Pseudomonas aeruginosa IMP-1 metallo-beta-lactamase | inhibition, % at 5.6 µM | purified IMP-1, nitrocefin hydrolysis, epi-absorbance fluorescence | 290,000 tested, 0.45% active;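 active = inhibition above the mean plus 3 SD of all compounds in the same screening run, cut at about 4.5% in these data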;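 also: 0% = IMP-1 with DMSO and 100% = DMSO wells lacking enzyme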
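System: Purified IMP-1 | Read-out basis: Percent enzyme inhibition | Controls: IMP-1 with DMSO as 0%, enzyme-free DMSO as 100% | Replicates: One well per compound | Doses: 5.6 µM nominal single concentration | Detection: Epi-absorbance fluorescence, 480 nm excitation, 530 nm emission | Incubation: 25 °C, 15 min preincubation, 25 min reaction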
SUMO HTRF inh = blocks human SUMOylation mediated by UBC9. P63279. HTRF SUMOylation assay, SAE1/SAE2 + UBC9, in vitro. inhibition, % at 35 µM. 290,000 tested, 0.36% active; in the data active = inhibition above about 50%, passing the limit was not always enough; also: strong numbers were not always called active
IDE cell activ = boosts human insulin-degrading enzyme activity in HEK cells | P14735 | FAbeta-B cleavage, fluorescence polarization; 0% vehicle, 100% cell-free pure enzyme wells | activation, % at 5.96 µM | 340,000 tested, 0.073% active;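 active = activation above the mean of all tested compounds plus 3 SD, set per screening campaign, cut at about 17% in these data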
VIM-2 inh = inhibitors of Pseudomonas aeruginosa VIM-2 metallo-beta-lactamase; inhibition, % at 5.6 µM; purified VIM-2, nitrocefin hydrolysis, epi-absorbance fluorescence; 290,000 tested, 0.89% active; AID 1527;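 active = inhibition above the mean of all tested compounds plus 3 SD, cutoff set per screening run, cut at about 7.5% in these data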;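 also: red hydrolysis product quenches plate fluorescence so inhibitors raise well fluorescence; 0% = enzyme with DMSO and 100% = DMSO without enzyme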
NS3 helicase inh = blocks Hepatitis C virus NS3 helicase unwinding. AID 1800. NS3 helicase DNA unwinding, Cy5 molecular beacon fluorescence. 290,000 tested, 0.56% active. inhibition, % at 10.9 µM;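 active = inhibition above the mean of all tested compounds plus 3 SD, set per campaign, cut at about 35% in these data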;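 also: 0% = DMSO wells and 100% = thioflavine S control wells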
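Assay system: hepatitis C virus NS3 helicase domain fragment enzyme. Also added: annealed dual-labelled DNA beacon duplex, ATP-started. Timing: 1 h reaction at 25 °C, ATP-initiated. Technique: Cy5 fluorescence at 0 and 60 min, beacon hairpin quenching. Evaluation: % inhibition of unwinding. Replication: one well per compound.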
An asterisk follows results filed as active; nt = no result given.

SMILES	DNA FID counter	PfM18AAP inh	IDE inh	pCIP destab	IMP-1 inh	SUMO HTRF inh	IDE cell activ	VIM-2 inh	NS3 helicase inh
Cc1cccc(NC(=O)C(=O)C2C(=O)Nc3ccccc32)c1 (stereo not given)	1	4	4	-11	-3.2	3	2	-2.0	10
COc1ccc(C)cc1NS(=O)(=O)c1ccc(-c2cnc(C3CC3)o2)cc1	-37	-12	5	-20	-1.0	-2	-1	-2.4	-12
OC1C=CSc2nc3ccccc3n21 (stereo not given)	1	-10	1	-12	-2.8	14	-5	-3.1	6
O=[N+]([O-])c1ccc(S(=O)(=O)N2CCN(C3CCN(Cc4ccccc4)CC3)CC2)cc1	15	5	-5	2	-0.7	8	-2	-0.8	-8
O=C(O)C1Oc2cc3ccccc3cc2O1	-4	-8	0	-2	-1.5	24	1	-1.9	-4
COc1ccc(OC)c(CN2CCC(CO)(CCOc3ccccc3)CC2)c1	21	12	2	0	-3.8	9	4	-2.0	3
Cc1cccc(N2CC(C(=O)Nc3nnc(SCCC4OCCO4)s3)CC2=O)c1 (stereo not given)	-56	6	1	-26	-2.0	9	2	-5.4	5
Cc1cc(C)cc(C(=O)NC(CC(N)=O)c2ccc(NCCN3CCOCC3)c([N+](=O)[O-])c2)c1 (stereo not given)	-2	4	-2	2	-2.9	14	5	-0.7	0
O=[N+]([O-])c1ccc2nc(-c3ccc(Cl)cc3)[nH]c2c1	17	-2	-5	-3	-0.9	-1	-2	0.5	2
N#CCSc1nnc(C2CCCCC2)n1-c1ccccc1	-10	-1	0	-21	0.8	35	-2	-2.5	-1
O=C(O)COc1ccccc1/C=N/NC(=O)COc1ccc(-c2ccccc2)cc1	-33	5	3	0	-2.5	25	-3	-3.4	11
CSc1nc2nc(C)cc(-c3ccccc3)n2n1	2	-2	8	10	-8.0	-14	-6	6.5	3
CCn1c(CNc2ccc(Cl)cc2)nnc1SCC(=O)NCc1ccccc1	-23	2	4	-6	-4.8	7	-2	-2.4	-7
Cc1ccc(NC(=O)NC(=O)CN2C(=O)NC3(CCCCCCC3)C2=O)c(C)c1	-18	3	5	0	0.2	0	-2	-1.8	-6
COC(=O)/C=C/C(=O)N1CCN(c2cccc(Cl)c2)CC1	-9	7	1	-27	-2.5	12	nt	-4.7	-2
CSc1nc2ccc(NC(=O)c3ccccn3)cc2s1	-25	15	5	-5	-5.1	8	-5	-3.6	6
Cc1ccc(C2=[N+]([O-])C3(CCCCC3=O)N(O)C2(C)C)cc1 (stereo not given)	-7	8	-1	-14	-4.0	-10	4	0.6	0
Cc1cccn2c(CNCC3(c4ccccc4)CCCC3)c(C(=O)N3CCOCC3)nc12	8	3	-8	3	-2.9	-3	8	0.4	-19
Cc1nn2c(-c3cccc(NC(=O)CN4CCOCC4)c3)nnc2c2ccccc12	-26	1	-4	nt	-5.2	nt	nt	6.8	5
Cc1noc(C)c1C(=O)N1CCN(c2cccc(Cl)c2)CC1	-1	1	-1	2	-3.0	3	2	-2.5	4
CC(C)c1cccc(C(C)C)c1NC(=O)c1ccc(OCC(=O)NCc2ccccc2)cc1	-7	5	-3	0	-1.8	-9	nt	-2.0	-9
c1ccc(-c2nnnc3ccccc23)cc1	-5	-9	-1	-9	-1.4	9	3	-2.0	2
CC(C)C(OC(=O)c1nsc(Cl)c1Cl)C(=O)NC(C)(C)C (stereo not given)	-12	-3	-3	14	-1.4	-12	0	-1.4	5
CCCN1CN(c2ccccc2)C(=S)N(c2ccccc2)C1	-1	2	3	-1	-1.3	4	9	0.7	-3

Complete entries, looked up by structure.
`Cc1cccc(NC(=O)C(=O)C2C(=O)Nc3ccccc32)c1` (stereo not given) as listed: DNA FID counter = 1; PfM18AAP inh = 4; IDE inh = 4; pCIP destab = -11; IMP-1 inh = -3.2; SUMO HTRF inh = 3; IDE cell activ = 2; VIM-2 inh = -2.0; NS3 helicase inh = 10
`O=[N+]([O-])c1ccc2nc(-c3ccc(Cl)cc3)[nH]c2c1` as listed: DNA FID counter = 17; PfM18AAP inh = -2; IDE inh = -5; pCIP destab = -3; IMP-1 inh = -0.9; SUMO HTRF inh = -1; IDE cell activ = -2; VIM-2 inh = 0.5; NS3 helicase inh = 2

Continued:
SMILES	DNA FID counter	PfM18AAP inh	IDE inh	pCIP destab	IMP-1 inh	SUMO HTRF inh	IDE cell activ	VIM-2 inh	NS3 helicase inh
CCOc1ccccc1OCCCC(=O)N(C)CC(=O)Nc1cc(C)ccc1C	-25	-11	3	-5	-2.0	10	-4	0.5	-5
COc1cccc(NC(=O)c2cc(OC)c(OC)c(OC)c2Br)c1	-11	-3	-2	12	-1.4	8	1	-1.9	0
NC(=O)c1c(NC(=O)CN2C(=O)CCC2=O)sc2c1CCCCC2	2	2	-3	-15	-4.6	2	3	-2.0	0
CC(CN1CCCC1)OC(=O)c1ccc(Cl)cc1 (stereo not given)	2	-2	-2	-14	-0.1	-2	0	1.4	2
COc1cc(C2N(C)CCC3(OCCO3)C2(C)C)cc(OC)c1OC (stereo not given)	6	-4	-2	0	-0.8	11	3	-3.3	-3
CCN(CC1COc2ccccc2O1)C(=S)Nc1ccccc1 (stereo not given)	-2	1	-6	-4	-1.5	14	7	-2.1	-1
N#Cc1nc(COc2ccc(Br)cc2)oc1NCCN1CCOCC1	-8	6	-3	-9	-3.7	14	-5	-2.1	-1
CCC(C(=O)Nc1ccon1)c1ccccc1 (stereo not given)	-7	11	1	-8	-5.7	7	-1	-4.4	2
Cn1c(Cn2nnc3ccccc32)nnc1SCC(=O)c1ccc(F)cc1	-9	14	7	-35	-0.7	26	-6	2.5	1
COc1c(Cl)cnn(-c2ccc(Cl)c(Cl)c2)c1=O	-1	-12	-3	4	-1.4	2	9	-0.4	5
Cc1ccccc1NC(=O)N1CCN(c2ncccn2)CC1	-12	-1	3	-5	-4.8	15	-4	-2.6	10
CCCCNC(=O)CN1C(=O)NC2(CCCc3ccccc32)C1=O (stereo not given)	1	-6	-2	-5	0.6	17	7	-2.6	-2
COc1ccc(NC(=O)CNC(=O)Cn2c(C)cc3ccccc3c2=O)cc1OC	-11	2	-2	-13	-3.6	3	-1	-0.2	-2
Cc1cccc(N2CCN(c3ccc(NC(=O)/C=C\C(=O)O)cc3)CC2)c1	5	12	-2	-11	-2.6	-3	4	-0.6	-7
Cc1ccccc1-c1noc(N)c1C#N	2	-2	0	5	-4.9	-7	-6	-4.5	-3
COC(=O)c1nc2ccc(C)cn2c1F	-3	7	6	4	-4.8	-5	10	-1.8	3
Cc1noc(C)c1C(=O)NCCc1c(C)[nH]c2ccccc12	-4	-11	1	-9	0.8	14	3	1.2	-3
Cc1ccc(-n2c(C)cc(C(=O)COc3c(CO)cc(F)cc3CO)c2C)cc1C	-29	-11	9	2	-2.9	11	6	-2.5	-9
CC(=O)NC(Cc1ccccc1C)C(=O)NC1CCN(C(=O)c2cccc(C)c2)CC1 (stereo not given)	-31	2	-4	-15	-2.0	19	-3	-4.6	13
CN1CCc2c(sc(NC(=O)Cc3ccccc3)c2C(N)=O)C1	3	-11	0	-6	2.9	4	7	0.7	-10
CC(C)(C)NC(=O)CSc1nc2ccc(NC(=O)CSc3nnnn3Cc3ccccc3)cc2s1	-15	-5	-6	4	-2.2	-10	0	0.0	-11
COC(=O)c1ccc(C(=O)OC)c(NC(=S)N2CCCC2)c1	-11	-7	1	-8	-2.2	7	1	-1.8	4
CCc1cc2c(=O)[nH]c(-c3ccccn3)nc2s1	-12	4	9	1	-1.7	-41	-7	-3.9	-1
Oc1c(C(c2cccc(F)c2)N2CCN(Cc3ccccc3)CC2)sc2ncnn12 (stereo not given)	-12	28	1	11	-2.7	9	-1	-1.8	1
O=C(NCCCNC1CCCCC1)c1ccc(/C=N/O)nc1	-1	6	-2	8	-2.3	1	-5	-5.2	8
CCCCc1nnc(NC(=O)CSc2nc(C)cc(=O)[nH]2)s1	-3	-1	0	-6	-3.0	14	-1	-3.6	-6
CCOc1ccc(S(=O)(=O)N2CCC(C(=O)NCc3ccncc3)CC2)cc1	-12	-12	-4	-14	-2.4	26	-1	0.0	-1
CC(C)c1ccc(OCc2ccc(C(=O)N(C)C)o2)cc1	-31	-17	-2	-6	-0.1	17	1	0.1	-1
CCC(c1n[nH]c(=S)n1-c1ccccc1)N(C)C (stereo not given)	0	31*	4	0	-5.9	-1	0	17*	7
Cc1ccccc1C(=O)Nc1c(C(=O)N2CCCC2)cnn1-c1ccccc1	-16	-7	2	-2	-2.9	11	-3	-1.4	-3
COCCNC(=O)Cn1ncc2ccsc2c1=O	0	3	1	3	-4.0	23	-1	-1.8	1
N#C/C(=C(/O)c1cc2ccccc2o1)c1nc2ccccc2s1	-1	1	5	-14	-1.2	23	-2	-2.6	17
Cc1ccc(NC(=S)NCc2ccccn2)cc1	-1	15	0	8	-4.3	-6	-1	-3.7	0
COCc1nc2sc3c(c2c(=O)[nH]1)CCCC3	0	2	-1	-3	-2.2	12	-3	-4.8	-7
CC(C)N(C(=O)Cc1ccccc1[N+](=O)[O-])C(C)C	-1	-8	6	-2	-2.1	0	2	-1.9	6
Cc1cc(NC(=O)CSc2n[nH]c(-c3cccs3)n2)no1	-2	-7	8	-7	-2.1	16	-9	2.5	0
Nc1nn2c(-c3ccccc3)cc(=O)[nH]c2c1N=Nc1ccc(O)cc1	7	19	2	-12	-7.1	20	-5	-4.6	11
CCOC(=O)N1CCN(C(=O)c2csc3c2CCCCC3)CC1	-26	-4	-2	5	0.1	0	1	-2.2	-1
Cc1ccc(C)n1-c1ccc(C(=O)N/N=C/c2ccncc2)cc1	-12	6	7	1	0.3	4	7	0.4	15
CC(=O)NCCc1csc(-c2ccccc2)n1	-4	2	3	-4	-0.3	-5	-1	-2.9	-2
CCOc1nc(C#N)nc(N2CCCCC2)n1	-1	2	nt	-4	-3.3	-9	-3	-1.0	-3
CC(C)c1nnc(NC(=O)CCC(=O)NCc2ccccc2Cl)s1	-18	-2	5	0	-2.8	nt	9	-4.0	3
CC(C(=O)NC1C(=O)N2C(C(=O)O)=C(CSc3nnnn3C)CSC12)n1cc(Cl)cn1 (stereo not given)	-16	10	5	13	-0.1	13	-4	3.5	17
CCOc1ccc(N(CC(=O)Nc2ccc(C)cc2)S(=O)(=O)c2c(C)[nH]c(=O)[nH]c2=O)cc1	-41	-4	-1	-11	-5.6	-6	2	-1.1	15
COc1ccc(-c2nc(CN3CCN(Cc4ccccc4)CC3)c(C)o2)cc1	1	0	3	-9	-1.3	9	3	0.2	-15
CCOC(=O)c1c(C)sc2c1N(C(=O)CCl)c1cc(Cl)ccc1S2	-23	-8	-1	-10	-1.7	18	1	-2.3	-2
Cc1cccc(Cn2c(=O)c3c(nc4n3CCCN4Cc3ccccc3)n(C)c2=O)c1	0	-11	-5	-4	-3.2	-10	2	-1.6	-6
O=C(Nc1ccncc1)C1CCN(S(=O)(=O)c2ccccc2C(F)(F)F)CC1	2	-13	-1	-16	-4.4	-2	2	-2.4	-18
COc1ccccc1NC(=O)Nc1ccc(C)cn1	-14	2	nt	12	1.9	-24	-5	-1.0	8
CC1CC(C)CN(CCCNC(=O)c2ccc3c(c2)N(Cc2ccccc2)C(=O)c2ccccc2S3=O)C1 (stereo not given)	35	12	3	10	-1.2	9	0	0.3	-33
